RMI FANCM FP: blocks RMI1/RMI2 complex binding to FANCM MM2 peptide; Fluorescence polarization, RMI core complex with F-MM2 peptide; stronger effect = lower value; FP signal (polarization) at 33 µM; hit rate 0.58% among 70,000; in the data active = FP signal below about 40; note: inactives centre near 61; strong numbers were not always called active; unit not given here
* marks the source's active call; other numbers are inactive results; & = joins results of further samples.

RMI FANCM FP	Structure
61	Cc1nnc(SCC(=O)NC2CCCC2)c2c1cnn2-c1ccc(F)cc1
80	COc1ccc(Cl)c2sc(N(Cc3cccnc3)C(=O)c3cccc(C)c3)nc12
61	CC(C)(C)C(=O)NNC(=O)CSc1nc2cc(Cl)ccc2s1
73	CC(C)(C)n1ncc2c(=O)n(CCC(=O)Nc3nccs3)cnc21
53	O=C(Nc1nccs1)c1cn(-c2ccccc2)nc1-c1ccc2c(c1)OCCO2
20*	CCN1CCCc2cc(CCNC(=O)c3ccc(OC(C)C)cc3)ccc21
60	CC(C)CN1C(=O)C(C)(C)COc2ccc(NC(=O)c3cc(Cl)ccc3[N+](=O)[O-])cc21
66	Cc1cc(NC(=O)C2CC2)n(-c2nc3c(cnn3-c3ccc(C)c(C)c3)c(=O)[nH]2)n1
55	O=C(CC(=O)c1cc(Cl)cc(Cl)c1O)c1ccc(Cl)cc1
56	CCOc1nn(CC)cc1C(=O)Nc1ccccc1SC
69	Cc1ccc(SCCCC(=O)N2CCNC(=O)C2C)cc1 (stereo unspecified)
45	CC(=O)c1ccc(N2C(=O)/C(=C/c3ccccn3)SC2=S)cc1
58	COc1ccccc1CCNC(=O)Cc1csc(SCc2ccc(Cl)cc2)n1
66	O=C(NC(=O)C(F)(F)F)Nc1ccn(-c2ccccc2)n1
71	COC(=O)c1ccc2c(=O)n(CC(=O)N3CCN(c4ccc(F)cc4)CC3)c(=S)[nH]c2c1
56	Cc1ccc(NC(=O)c2sc3nc(-c4ccc(Cl)cc4)nn3c2C)cc1
67	COc1cccc(C(=O)Nc2nnc(Cc3ccc4c(c3)OCO4)o2)c1OC
49&48	Nc1nnc(-c2cccc(Cl)c2Cl)c(N)n1
59	O=C(NCCn1ncc2c(N3CCN(c4ccccc4)CC3)ncnc21)C(=O)c1c[nH]c2ccccc12
65	Cc1ccc(Cl)cc1S(=O)(=O)Nc1ccc2c(c1)N(C)C(=O)C(C)(C)CO2
55	Cc1nc(N)[nH]c(=O)c1Oc1ccccc1
68	CC(C)N(C(=O)/C=C/c1c(Cl)cccc1Cl)C(C)C
99	COc1ccc(Cl)cc1NC(=O)Cn1c(C)cc(C)c(-c2nc(-c3ccc(Cl)cc3)no2)c1=O
52	O=C(Nc1nc(S(=O)(=O)Cc2ccccc2)ns1)c1cccnc1
54	COc1ccc([N+](=O)[O-])cc1NC(=O)C1CCN(S(=O)(=O)c2ccc(Cl)s2)CC1
54	CC(C)N(Cc1ccccc1)C(=O)c1ccc2nsnc2c1
63&56	CC[C@H](C)C(=O)O[C@H]1C[C@@H](C)C=C2C=C[C@H](C)[C@H](CC[C@@H]3C[C@@H](O)CC(=O)O3)[C@H]21
53	N#C/C(=N/Nc1ccc(OC(F)(F)F)cc1)c1ccccn1
69	CC1C(=O)NCCN1C(=O)CCSc1ccc(Cl)cc1 (stereo unspecified)
66	Cc1cc(Nc2ccc(S(=O)(=O)NC(C)C)cc2)c2ccc(C(F)(F)F)cc2n1

Part of the list above in order of formula weight, rising.
RMI FANCM FP	Structure
56	CCOc1nn(CC)cc1C(=O)Nc1ccccc1SC
54	CC(C)N(Cc1ccccc1)C(=O)c1ccc2nsnc2c1
80	COc1ccc(Cl)c2sc(N(Cc3cccnc3)C(=O)c3cccc(C)c3)nc12

Continued:
RMI FANCM FP	Structure
70	COc1ccccc1C(=O)NCCc1ccc(N(C)C)cc1
53	Cc1cc(Oc2cc(Cl)cc(Cl)c2)nc(-c2ccccn2)n1
71	C=CS(=O)(=O)N(c1ccc([N+](=O)[O-])cc1)S(=O)(=O)C=C
70	COCCCCC(=NOCCN)c1ccc(C(F)(F)F)cc1
69	COc1ccc(CCS(=O)(=O)NCc2ccsc2)cc1
72	Cc1ccc(S(=O)(=O)n2c(=O)sc3ccccc32)cc1
106	O=C(/C=C/c1ccc(N2CCOCC2)o1)c1ccc(Br)cc1
60	COC(=O)CC1SC(=O)NC1=Nc1ccc(C)cc1 (stereo unspecified)
53	CC(=O)c1sc(NC(=O)c2cccc(S(=O)(=O)C(C)C)c2)nc1C
95	Cc1ccc2nc(NC(=O)CSc3nnc(CNC(=O)c4ccccc4F)o3)sc2c1
57	O=C(NCCn1nc(-c2ccco2)ccc1=O)c1ccc(S(=O)(=O)N2CCCC2)cc1
52	CC1=C(C)CC(C(=O)Nc2ccc(Oc3ccc(Cl)cc3)cc2)C(C(=O)O)C1 (stereo unspecified)
67	COc1cc(/C=C\C(=O)NCCn2ncc3c(=O)n(Cc4ccc([N+](=O)[O-])cc4)cnc32)cc(OC)c1OC
68	CC(C)(C)c1cc(=O)[nH]c(=S)[nH]1
68	COc1ccc(CC(=O)NCCCn2nc(-c3ccc(C)cc3)ccc2=O)cc1OC
69	CC(=O)Nc1ccc(NC(=O)c2csc3nc(-c4ccc(F)cc4)cn23)cc1
66	COC(=O)c1ccc(CSc2ccc(NC(C)=O)nn2)o1
64	CCOC(=O)c1sc(NC(=O)CCS(=O)(=O)c2ccccc2)nc1-c1ccccc1
62	C#CC(CC)(CC)NC(=O)c1sc2ccccc2c1Cl
54	COc1cccc2c1c(NC(=O)CSCC(=O)O)nn2C
52	N#CC(C#N)=C1c2cc([N+](=O)[O-])ccc2-c2ccc([N+](=O)[O-])cc21
53	COc1cc(=O)n(-c2ccc(F)cc2)nc1C(=O)N1CCN(c2ccccc2F)CC1
60&61	Oc1c(Cl)cc(Cl)c(Cl)c1Cc1c(O)c(Cl)cc(Cl)c1Cl
161	CN(C)CC/C=C1\c2ccccc2CSc2ccccc21
67	Cc1cc(C(=O)CSc2nnc3scc(-c4ccccc4)n23)c(C)n1-c1cc(F)ccc1F
55	CC(=O)Nc1ccc(OCCCNC(=O)C2=NNC(=O)CC2)cc1
61	Cc1ccc(S(=O)(=O)c2nc(SCC(=O)N3CCCCC3)sc2Cl)cc1
65	Cc1cc(C)cc(NC(=O)C(=O)NCC(c2ccc3c(c2)CCCN3C)N2CCCCC2)c1 (stereo unspecified)
57	c1ccc(CNc2nc(N3CCCCCC3)nc3c2cnn3-c2ccccc2)cc1
59	NC(=O)c1ccc(NC(=O)CCCSc2ccc(NC(=O)C3CC3)nn2)cc1

Structures shown so far that contain a cyano group, in the order listed:
RMI FANCM FP	Structure
53	N#C/C(=N/Nc1ccc(OC(F)(F)F)cc1)c1ccccn1
52	N#CC(C#N)=C1c2cc([N+](=O)[O-])ccc2-c2ccc([N+](=O)[O-])cc21

Continued:
RMI FANCM FP	Structure
76	Cc1cc(C)c2sc(N3CCN(C(=O)C4CCCCC4)CC3)nc2c1
53	N#CCCN(Cc1cccs1)C(=O)Nc1cccc(C(F)(F)F)c1
75	CS(=O)(=O)N1CCN(c2ccc(-c3ccc(Cl)cc3)nn2)CC1
56	CC(=O)Nc1cccc(NC(=O)CSc2nnc(CNC(=O)c3ccc(C(C)(C)C)cc3)o2)c1
66	COc1ccc(C(=O)/C=C/c2ccc(C)cc2)c(OC(=O)N2CCOCC2)c1
66	O=C(Cn1nc(-c2cccs2)c2sc(N3CCOCC3)nc2c1=O)NCc1ccco1
70	CCOc1ccc(OCC(=O)Nc2cc(C)nn2-c2nc3ccccc3s2)cc1
61	O=C(CCN1C(=O)c2cccc3cccc(c23)C1=O)OC/C=C/c1ccccc1
59	O=C(CSc1nnc2ccc(-c3cccnc3)nn12)Nc1ccc(F)c(F)c1
53	CCOC(=O)NC(=O)/C(=C/NCc1ccncc1)C(=O)OCC
104	CC1=C(C(=O)Nc2ccccc2)C(c2ccc([N+](=O)[O-])cc2)n2nc(-c3cccc(Cl)c3)nc2N1 (stereo unspecified)
57	CC(C)c1ccc(NC(=O)c2ccc(F)c(S(=O)(=O)NCc3ccc4c(c3)OCO4)c2)cc1
74	CCC(C(=O)Nc1cc(-c2cn3nc(OC)ccc3n2)ccc1F)c1ccccc1 (stereo unspecified)
61	Cn1nc(C(=O)Nc2ccc(S(N)(=O)=O)cc2)ccc1=O
56	CSc1cccc(C(=O)Nc2cccc3ccccc23)c1
68	O=C(CSc1ccc(NC(=O)c2cccs2)nn1)OCc1ccccc1
74	O=C(Nc1ccccc1)Nc1nc(C(=O)NCc2c(F)cccc2F)cs1
109	CCC(C)NC(=O)c1ccc2c(=O)n(C)c3nnc(SCC(=O)Nc4ccc(Cl)cc4)n3c2c1 (stereo unspecified)
50&62	COc1ccc(C(=O)/C=C(\C(=O)c2ccccc2)c2ccccc2)cc1CN1CCOCC1
67	O=C(Cc1csc2nc(-c3ccc(F)cc3)cn12)N1CCN(c2ccc(F)cc2)CC1
65	COc1cc(C(=O)NCCn2ncc3c(=O)n(Cc4cccc5ccccc45)cnc32)cc(OC)c1OC
73	O=C(NCCC1=CCCCC1)c1nnc(-c2ccccc2)o1
70	Cc1ccc(S(=O)(=O)NCCCc2ccc(N(C)C)cc2)s1
51	CS(=O)(=O)N1CCCc2cc(NC(=O)c3cc([N+](=O)[O-])ccc3Cl)ccc21
53	O=C(NNc1cc(Cl)ccc1Cl)C1CCCS1 (stereo unspecified)
67	COc1ccc2nc(N(CCCn3ccnc3)C(=O)/C=C/c3cccs3)sc2c1
60	Cc1cc(C)cc(OCCNS(=O)(=O)c2ccc3c(c2)OCCO3)c1
63	Cc1cc(NC(=O)CCc2ccccc2)n(-c2nc3c(cnn3-c3cccc(C)c3C)c(=O)[nH]2)n1
73	Oc1ccccc1CNCC12CC3CC(CC(C3)C1)C2
63	COc1ccc(C)cc1S(=O)(=O)NCCn1ncccc1=O
56	O=C(c1ccco1)N1CCCc2cc(NS(=O)(=O)c3cccc([N+](=O)[O-])c3)ccc21
85	COc1cccc(CNC(=O)Cn2c(C)cc(C)c(-c3nc(-c4ccc(C)cc4)no3)c2=O)c1
67	O=C(Nc1nnc(-c2ccc(Br)s2)o1)c1ccc(S(=O)(=O)N2CCOCC2)cc1
66	COC(=O)c1ccc(C(=O)OC)c(NC(=O)Cc2cc(=O)oc3cc(C)ccc23)c1
80	COC(=O)c1ccc(C(=O)NC(=S)N=c2sc3cc(C)cc(C)c3n2C)cc1
57	Cc1ccc(S(C)(=O)=NS(=O)(=O)c2cccc3nsnc23)cc1 (stereo unspecified)
65	CCSc1nnc(C)c2cnn(-c3ccc(C)c(C)c3)c12
56	COc1ccc(-c2ccccc2)cc1Br
71	O=C(c1ccc(NS(=O)(=O)c2cccc(Cl)c2)cc1)N1CCN(c2ccccc2)CC1
58	CCCS/C(Nc1cccc(OC)c1)=C(/C#N)S(=O)(=O)c1ccc(Cl)cc1
63	Cc1nc2ccc(NS(=O)(=O)c3ccc4c(c3)OCCO4)cc2c(=O)n1-c1ccccc1
68	COC(=O)c1ccc(NC(=O)/C=C/c2cn(CCC#N)nc2-c2ccc(F)cc2)cc1
62	Cc1cc(=O)[nH]c(-n2nc(C)c(CCC(=O)Nc3ccncc3)c2C)n1
56	Cc1nc(C(=O)N/N=C\c2[nH]ncc2Br)cs1
66	CCOC(=O)c1ccc(NS(=O)(=O)N2CCOCC2)cc1
59	CCn1c(SCc2cc(OC)cc(OC)c2)nnc1-c1cn(C)nc1OC
67	O=C(NCc1ccccc1F)c1ccc2c(=O)nc3c(-c4cccc(F)c4)n[nH]n3c2c1
60	C=CCNc1nc(-c2ccc([N+](=O)[O-])cc2)cs1
82	COC(=O)c1ccc(NC(=O)C(=O)NCCN2CCN(c3ccccc3F)CC2)cc1
62	Cc1csc2ncc(C(=O)Nc3ccc(S(=O)(=O)Nc4nccs4)cc3)c(=O)n12
71	O=C(COc1ccc(F)cc1)Nc1nnc(-c2ccc(Br)o2)o1
96	CN(C)c1ccc(/C=C/c2nc3cc4c(cc3s2)OCO4)cc1
77	CN(C)CCNC(=O)C12CC3(C)CC(C)(CC(Br)(C3)C1)C2
49	CCOC(=O)c1[nH]c(C)c(S(=O)(=O)NC2CCCCNC2=O)c1C (stereo unspecified)
71	CCOC(=O)c1c(-c2ccc(C(C)(C)C)cc2)csc1NC(=O)CN1CCOCC1
56	Cc1ccc(CSc2c(C)[nH]c3ccccc23)cc1
70	COc1ccc(C(=O)N2CCN(c3ccc(-c4ccc(Cl)cc4)nn3)CC2)c(OC)c1
61	Cc1c(N=Cc2nc3ccccc3[nH]2)c(=O)n(-c2ccccc2)n1C
54	CC(=O)Nc1cccc(NC(=O)C(=O)NCCCN(C)C)c1
59	COC(=O)c1ccc(/C=C2\SC(=S)N(CCCCCC(=O)Nc3nnc(C)s3)C2=O)cc1

Additional compounds follow.
RMI FANCM FP	Structure
66	O=C(Cn1cnc(-c2ccc(F)cc2)cc1=O)N1CCN(Cc2ccccc2)CC1
55	Clc1ccc(/C=N/N2CCCCC2)cc1
74	CCN1C(=O)c2cc(NC(=O)c3cccc(OC)c3OC)ccc2Oc2ccccc21
63	CC(C)(C)NC(=O)Cc1csc2nc(-c3ccc(F)cc3)cn12
63	O=C(CSc1nc2c(c(=O)[nH]1)CN(Cc1ccccc1)CC2)Nc1ccc(F)c(F)c1
63	COc1ccc(N2CCN(CCNS(=O)(=O)Cc3ccccc3Cl)CC2)cc1
57	Cc1onc(-c2c(F)cccc2Cl)c1C(=O)OCN1C(=O)c2ccccc2C1=O
54	COc1ccc(CCC(=O)NCc2cc(-c3ccccc3)on2)cc1
64	Cc1cccc(NC(=O)NCCCn2nc(-c3ccncc3)ccc2=O)c1
73	COc1ccc(C(=O)N2CCN(c3ccc(-c4ccc(F)cc4)nn3)CC2)c(OC)c1

Molecules shown so far with a tert-butyl group:
RMI FANCM FP	Structure
61	CC(C)(C)C(=O)NNC(=O)CSc1nc2cc(Cl)ccc2s1
73	CC(C)(C)n1ncc2c(=O)n(CCC(=O)Nc3nccs3)cnc21
68	CC(C)(C)c1cc(=O)[nH]c(=S)[nH]1
56	CC(=O)Nc1cccc(NC(=O)CSc2nnc(CNC(=O)c3ccc(C(C)(C)C)cc3)o2)c1
71	CCOC(=O)c1c(-c2ccc(C(C)(C)C)cc2)csc1NC(=O)CN1CCOCC1
63	CC(C)(C)NC(=O)Cc1csc2nc(-c3ccc(F)cc3)cn12

High-throughput results (PubChem BioAssay)

Only part of the results is shown, so the mix of outcomes need not match the whole.
